Assay outcomes (PubChem)
Fam108B inh: counter-screen for RBBP9 inhibitors: inhibitors of mouse Fam108B; inhibition, % at 9.51 µM; recombinant Fam108B, FP-Rh probe fluorescence polarization; 0.33% of 300,000 active;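 active = inhibition above the screen mean inhibition plus 3 SD, computed separately per campaign, cut at about 18% in these data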;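 note: inhibitors lower polarization as less probe binds the enzyme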
AHR act: activates the human aryl hydrocarbon receptor; P35869; AHR-responsive luciferase reporter cells, luminescence; activation, % at 5 µM; 2.5% of 320,000 active; in the data active = activation above about 47%;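 note: 0% = vehicle wells and 100% = reference agonist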
GLD-1 TGE inh: GLD-1-TGE RNA interaction inhibition (C. elegans) | inhibition, % at 5.96 µM | 0.44% of 320,000 active | purified GLD-1 + fluorescein TGE RNA, fluorescence polarization | Q17339 | AID 2280;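 active = percent inhibition above a per-plate cutoff, the plate mean of test compounds plus 3 SD, cut at about 30% in these data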;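 note: 0% = DMSO wells with GLD-1 and probe and 100% = wells lacking GLD-1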
Target sequence (Q17339 whole entry, looked up): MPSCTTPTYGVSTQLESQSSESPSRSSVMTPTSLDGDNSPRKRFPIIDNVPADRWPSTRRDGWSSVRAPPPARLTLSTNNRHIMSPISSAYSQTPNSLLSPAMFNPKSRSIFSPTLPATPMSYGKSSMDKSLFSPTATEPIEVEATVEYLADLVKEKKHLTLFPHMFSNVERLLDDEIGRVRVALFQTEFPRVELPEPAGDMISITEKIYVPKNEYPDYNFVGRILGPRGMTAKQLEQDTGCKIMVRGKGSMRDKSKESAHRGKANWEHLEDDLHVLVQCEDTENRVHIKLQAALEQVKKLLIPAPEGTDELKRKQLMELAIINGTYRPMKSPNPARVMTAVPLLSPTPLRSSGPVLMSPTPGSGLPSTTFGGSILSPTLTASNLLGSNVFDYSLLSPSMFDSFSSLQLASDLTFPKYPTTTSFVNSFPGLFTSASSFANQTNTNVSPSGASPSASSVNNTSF
PME-1 inh: PME-1 (human) inhibition. AID 2130. recombinant PME-1, FP-Rh probe fluorescence polarization. inhibition, % at 5.9 µM. 0.53% of 320,000 active. Q9Y570;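 active = inhibition above the campaign mean of all compounds plus 3 SD, cut at about 26% in these data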;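 note: competitive labeling of PME-1 active site by serine hydrolase directed probe; 0% = PME-1 with DMSO and 100% = wells lacking PME-1 enzyme; inhibitors block probe labeling so polarization falls and inhibition rises; many of its hits are not listed in these tables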
Target sequence (Q9Y570 whole entry, looked up): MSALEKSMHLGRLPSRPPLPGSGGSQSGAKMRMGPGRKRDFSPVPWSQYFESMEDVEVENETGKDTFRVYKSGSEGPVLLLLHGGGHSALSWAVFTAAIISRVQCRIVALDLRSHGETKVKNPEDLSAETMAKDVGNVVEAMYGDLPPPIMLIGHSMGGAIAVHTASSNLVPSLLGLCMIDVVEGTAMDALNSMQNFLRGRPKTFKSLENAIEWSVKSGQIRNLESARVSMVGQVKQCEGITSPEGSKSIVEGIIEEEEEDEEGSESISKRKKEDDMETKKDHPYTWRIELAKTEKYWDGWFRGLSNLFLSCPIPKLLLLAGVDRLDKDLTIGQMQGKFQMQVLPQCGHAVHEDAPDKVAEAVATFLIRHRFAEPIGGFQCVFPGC
PAFAH1B2 inh: PAFAH1B2 (human) inhibition; recombinant PAFAH1B2, FP-rhodamine activity probe, fluorescence polarization; P68402; inhibition, % at 3.39 µM; 1.2% of 340,000 active;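 active = inhibition above the mean of all tested compounds plus 3 SD, cut at about 24% in these data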;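 note: 0% = enzyme with DMSO and 100% = wells lacking PAFAH1B2; many of its hits are not listed in these tables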
Target sequence (P68402 whole entry, looked up): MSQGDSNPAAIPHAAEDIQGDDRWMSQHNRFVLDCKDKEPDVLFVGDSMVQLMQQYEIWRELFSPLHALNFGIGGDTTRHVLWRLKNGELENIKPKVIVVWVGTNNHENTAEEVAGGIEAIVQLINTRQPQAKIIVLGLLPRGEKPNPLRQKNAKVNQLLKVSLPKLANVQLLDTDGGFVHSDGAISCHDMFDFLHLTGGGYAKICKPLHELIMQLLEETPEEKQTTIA
pPAFAH FP inh: pPAFAH (human) enzyme inhibition; recombinant pPAFAH, FP-rhodamine probe fluorescence polarization; inhibition, % at 3.39 µM; Q13093; 1.5% of 330,000 active;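 active = inhibition above the mean inhibition across the screen plus 3 SD, cut at about 25% in these data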;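 note: inhibitors block binding of the rhodamine activity-based probe so polarization drops; 0% = enzyme with DMSO and 100% = wells lacking pPAFAH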
MEX-5 binding: C. elegans MEX-5 TCR-2 RNA binding activity; 0.38% of 300,000 active; activity score (negative = inhibition of binding), % at 10 µM; MEX-5/FITC-TCR2 RNA binding, fluorescence polarization; hits give low values; AID 1832; Q9XUB2;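 active = inhibition past about -25% in most replicates, and total fluorescence under double the plate's negative control median, limit read from the data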;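 note: 0% = DMSO and -100% = 5 µM competing unlabeled TCR2 RNA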
MCL1 BIM primary: disrupts human MCL1 binding to BIM-BH3 peptide. 0.68% of 320,000 active. Q07820. inhibition, % at 10.9 µM. GST-MCL1 / FITC-Bim-BH3 fluorescence polarization;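 active = inhibition above the mean inhibition of all tested compounds plus 3 SD, set per campaign, cut at about 40% in these data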;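 note: 0% = DMSO wells and 100% = unlabeled Bim-BH3 peptide control; higher means more loss of mP so more displacement of Bim peptide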
BCLXL inh: Bcl-xL (human) inhibition; Q07817; inhibition, % at 10.9 µM; 0.7% of 320,000 active; GST-Bcl-xL / FITC-Bim BH3 peptide fluorescence polarization;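 active = inhibition above the mean of all tested compounds plus 3 SD, cutoff set per campaign, cut at about 30% in these data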;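 note: 0% = DMSO wells and 100% = unlabeled Bim-BH3 peptide competitor; inhibitors lower millipolarization by displacing the labeled peptide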
* marks the source's active call; other numbers are inactive results; x = no result given. This is a subset (hit frequency here may not be typical).

SMILES	Fam108B inh	AHR act	GLD-1 TGE inh	PME-1 inh	PAFAH1B2 inh	pPAFAH FP inh	MEX-5 binding	MCL1 BIM primary	BCLXL inh
COc1ccc(CNn2cnnc2)c(O)c1	2	-1	6	-2	8	-2	-0.3	11	7
Cc1ccc(C(c2nnnn2C2CCCCC2)N(C)C2CCCCC2)cc1 (stereo unspecified)	-3	-2	6	-4	0	0	-2.3	0	-4
COCc1nc2ccccc2n1Cc1cccc(C)c1	-1	1	6	-4	4	-4	0.2	1	1
O=C(Nc1ccccc1-c1ccccc1)c1ccc(=O)[nH]n1	-1	16	4	-2	8	6	-1.7	8	10
O=C(NCc1ccc2c(c1)OCO2)c1nc(Cn2cc(Br)cn2)no1	2	8	8	-10	1	8	1.7	0	-2
Cc1nc(Cl)sc1C(=O)Nc1ccccc1Cl	1	-4	0	-3	0	-6	-1.8	1	1
O=C(NCc1ccccc1F)C1CC(=O)N(c2ccc3c(c2)OCCO3)C1 (stereo unspecified)	-1	8	2	-2	5	2	-2.3	-22	-12
CC(C)Cn1c(=O)oc2ccccc21	-2	2	2	-7	2	4	0.0	-4	2
Cc1cc(NC(=O)CSc2nc3c(cc2C#N)CCCC3)no1	4	15	-3	3	-2	3	0.2	-4	4
CCOC(=O)CCNC(=O)N1CCCC(C(=O)c2ccc3c(c2)OCO3)C1 (stereo unspecified)	-1	4	4	4	-1	2	1.7	8	7
O=C(OCc1ccccc1)C1=NNC2C(=O)N(Cc3ccccc3)C(=O)C12 (stereo unspecified)	0	4	1	0	3	3	-1.1	-3	3
CC(C)(C)NC(=O)Cn1nnc(-c2ccc(Cl)cc2)n1	-7	0	-4	-2	5	0	1.5	-8	-2
O=C(O)COc1ccc(/C=N/NC(=O)/C(=C/C=C/c2ccccc2)NC(=O)c2ccccc2)cc1	-4	7	3	-11	-1	0	-0.5	-1	0
O=C(CS(=O)(=O)Cc1ccccc1)NCC1CCCO1 (stereo unspecified)	4	1	0	2	3	12	-0.7	1	4
CNC(=O)NC(=O)C(C)OC(=O)c1c2c(nc3ccccc13)/C(=C/c1cccs1)CC2 (stereo unspecified)	5	-1	-35	-4	-1	17	-16	0	9
COC(CNC(=O)C(=O)Nc1cc2c3c(c1)CCN3C(=O)CC2)OC	3	-1	-1	-2	7	4	-0.5	7	7
Cc1ccc(C(=O)OCC(=O)NCc2ccccc2)cc1S(=O)(=O)N1CCCCC1	x	-1	5	11	5	0	x	9	5
CCOc1ccccc1CNC(=O)CCn1ccc2cc(S(=O)(=O)N3CCCCC3)ccc21	-5	2	4	8	5	2	-0.7	-3	6
CC(=O)N1CCN(C(=O)CSc2ncnc3sc(C)c(C)c23)CC1	x	0	2	x	6	6	x	x	x
O=C(CSc1nnc(-c2cccnc2)n1-c1ccccc1)Nc1ccc2c(c1)OCO2	-1	0	-10	-8	1	3	0.2	4	4
O=C(CNC(=O)c1ccc(Br)o1)NCC1COc2ccccc2O1 (stereo unspecified)	x	3	2	x	2	3	x	x	x
O=C(NCCN1CCOCC1)c1cc([N+](=O)[O-])ccc1Cl	7	1	1	0	3	-1	1.3	5	7
O=C1C=C(c2ccc(F)c(Cl)c2)C[C@@H](c2ccc(F)cc2)C1	x	-7	1	1	5	11	x	-14	3
COc1ccc(-n2ncc3c(NCCCn4ccnc4)ncnc32)cc1	-1	25	-8	-4	4	0	-1.5	5	2
COc1cc(OC)c(C(=O)O/N=C(\N)c2cccc(C)c2)cc1OC	3	2	5	-5	4	0	0.0	9	5
CON/C=C(\C=Nc1ccc(Cl)cc1)c1ncc(C(F)(F)F)cc1Cl	1	112*	7	2	1	-2	1.3	9	7
COc1ccccc1C/C(N)=N/OC(=O)c1cccs1	2	3	-1	-3	-2	12	0.8	1	9
O=C(COC(=O)c1ccccc1)Nc1ccccc1Br	0	2	1	-5	-2	10	-0.2	-2	4
CC(C)COC(=O)c1ccc(NC(=O)C2C3CCC(C3)C2C(=O)O)cc1 (stereo unspecified)	-2	2	1	-3	-3	8	-1.3	5	10
COc1ccc(-c2nc(CS(=O)(=O)CC(=O)NCCCN3CCN(C)CC3)c(C)o2)cc1	-3	-1	2	6	3	-2	-0.5	6	8
COc1ccc(NC(=O)CS(=O)CC(=O)Nc2ccc(F)cc2F)cc1 (stereo unspecified)	2	-1	3	-4	2	1	-2.2	-7	-2
O=C(NNC(=O)c1cc(S(=O)(=O)N2CCCCC2)ccc1Cl)c1ccccc1O	x	20	6	0	7	5	x	13	0
COc1ccc(C(=O)c2sc(Nc3ccccc3)c(C(=O)Nc3ccc(OC)c(OC)c3)c2N)cc1	8	12	3	16	1	12	-0.3	5	63*
Cc1cc(NC(=O)CCC(=O)N(c2ccccc2)C(C(=O)NC2CCCCC2)c2cccs2)no1 (stereo unspecified)	-4	-1	-6	9	8	2	1.3	6	0
COc1ccc2[nH]c3c(c2c1)CCC/C3=N\N	3	14	1	1	5	7	2.4	0	8
COc1ccc(/C=C/C(=O)NNc2cc(=O)n(C)c(=O)n2C)cc1OC	-4	2	3	-6	3	-13	0.3	1	6
CCN(CC(=O)NC1CCS(=O)(=O)C1)S(=O)(=O)c1ccc(Cl)cc1C(F)(F)F (stereo unspecified)	-5	-3	5	-14	0	3	-1.4	3	5
O=C(COC(=O)c1cnc(Cl)c(Cl)c1)Nc1ccc(S(=O)(=O)N2CCCC2)cc1	-11	0	4	0	1	3	-3.2	-1	3
O=C(O)Cn1nnc(-c2ccc(OCc3ccccc3)cc2)n1	1	-2	-3	-6	18	3	-2.4	18	3
COc1ccc(C)c(NC(=O)C2CC(=O)NC3=C2C(=O)CCC3)c1 (stereo unspecified)	2	3	-5	1	7	6	-1.9	3	8
O=C(NCc1ccccc1)c1onc(CSc2ccccn2)c1C(=O)NCc1ccccc1	-3	9	2	-9	-6	4	-1.7	0	2
CC1(C)CC(=O)C2=C(C1)NCN(CCCN1CCOCC1)C2	-5	3	3	0	0	1	-0.6	-1	0
Cc1nn(C)cc1/C=N/NC(=O)C(C)(C)Oc1ccc(Cl)cc1	-2	2	-6	-2	5	9	0.5	-1	0
CC1CCN(C(=O)c2ncn(Cc3ccccc3)c2C(=O)N2CCC(C)CC2)CC1	x	0	3	x	-3	-1	x	x	x
O=C(NCCO)c1scc2c1OCCO2	3	1	6	-2	3	0	-0.4	5	7
CN(C)c1ccc(N2C(=NC(=O)COc3ccccc3)SC3CS(=O)(=O)CC32)cc1 (stereo unspecified)	-1	5	8	0	3	4	2.1	1	5
CCOc1ccccc1C1C(C#N)=C(N)SC(N)=C1C#N	-15	1	-50	-5	-4	3	-1.0	-84	-53
O=C(CNc1cccc(S(=O)(=O)N2CCOCC2)c1)Nc1ccccc1F	-2	0	4	2	-5	4	-1.9	0	2
CCOC(=O)C1(Cc2cccc(OC)c2)CCN(Cc2cc(OC)ccc2OC)CC1	-3	1	-7	0	4	-3	2.1	1	2
Cc1onc(-c2c(Cl)cccc2Cl)c1C(=O)NC1C(=O)N2C1SC(C)(C)C2C(=O)O (stereo unspecified)	2	0	-1	-5	4	2	-0.5	-3	2
[O-][n+]1ccccc1SCc1ccccc1	-2	15	-3	5	0	-1	-0.3	-6	-6
COC(=O)CCCC1=CC2=C(c3ccccc3)C(=O)C(C)(OC(=O)C3CCCC3)C(=O)C2=CN1c1ccccc1 (stereo unspecified)	0	3	11	1	2	9	-6.6	15	9
CC(C)(C)n1nc2c(c1NC(=O)c1ccc(Br)cc1)CS(=O)C2 (stereo unspecified)	1	-3	1	-2	0	-2	0.6	-3	-5
Cc1cc(C)c2c(-n3cccc3)c(NC(=O)OC(C)C)sc2n1	3	66*	4	0	3	10	0.0	-3	0
O=[N+]([O-])c1cccnc1NCc1cccs1	6	1	3	2	2	0	-2.9	5	2
CCOc1ccc(NC(=O)CSc2nnc(-c3ccco3)n2N)cc1	0	12	-2	-6	-1	4	0.0	-2	1
CC1Cc2cc(S(=O)(=O)N3CCN(c4cccc(Cl)c4)CC3)ccc2N1C(=O)C1CC1 (stereo unspecified)	0	0	4	0	5	0	-12	-2	-1
CN(C(=O)CSc1nnc(-c2ccc3c(c2)OCO3)o1)C1CCS(=O)(=O)C1 (stereo unspecified)	x	0	9	-3	2	-3	x	6	4
COc1ccc(CCNC(=O)C2CCC(=O)N2S(=O)(=O)c2ccc(C)cc2)cc1 (stereo unspecified)	0	0	-2	-1	7	3	0.1	-2	-3
COc1ccccc1C(=O)Nc1c(C(=O)N2CCN(C)CC2)oc2ccccc12	1	-5	4	1	1	7	-0.1	-1	-1
Remaining list, next part:
SMILES	Fam108B inh	AHR act	GLD-1 TGE inh	PME-1 inh	PAFAH1B2 inh	pPAFAH FP inh	MEX-5 binding	MCL1 BIM primary	BCLXL inh
CCC(C)C(NS(=O)(=O)c1ccc(C)cc1)C(=O)O (stereo unspecified)	2	-2	-6	6	2	-5	-0.2	8	6
CCOC(=O)c1ccc(N2C(=O)C3CC=CCC3C2=O)cc1 (stereo unspecified)	-2	-1	-6	5	1	1	-2.6	-5	-3
CCc1cccc(NC(=O)Cn2c(-c3ccccc3)cc(C(C)=O)c2C)c1	-3	-1	-1	1	-1	7	2.6	-9	6
CC1CCCC(C)N1C(=S)NCc1ccco1 (stereo unspecified)	-1	0	4	2	0	1	2.5	-2	-4
CCCCNC(=O)C(CC)(ONc1ccccc1C(F)(F)F)c1ccccc1OC (stereo unspecified)	x	0	-8	0	0	5	x	-5	-4
CC(=O)c1cccc(CN2CCC(CO)(CCCc3ccccc3)CC2)c1	1	0	2	-3	5	2	0.9	8	7
COc1cc(/C=C2/C(=O)NN(c3ccc(Cl)cc3)C2=O)cc(OC)c1O	1	3	-46	2	8	11	33	-102	-62
CC(C)CCCN1C(N(C)C)=NC[C@@H]1Cc1ccccc1	7	-1	-2	0	0	2	x	11	7
COC(=O)c1sccc1NC(=O)c1cc(-c2cc(C)ccc2C)nc2ccccc12	-4	11	8	-2	4	5	-3.4	-3	2
COc1cccc(C2CC(=O)C3=C(C2)Nc2ccccc2N(C(=O)CCC(=O)O)C3c2ccc(F)cc2)c1 (stereo unspecified)	0	3	4	2	6	4	0.1	2	0
Cc1ccc(Cn2ncn(-c3ccccc3)c2=O)cc1	3	1	-4	-6	11	-1	-0.6	-2	6
CCCc1cc(C(=O)N2CCCC(Cc3ccccc3C)(C(=O)OCC)C2)no1 (stereo unspecified)	1	0	4	3	-1	4	-2.3	1	5
Cc1ccc(Nc2ccc(C(=O)NCCc3ccccc3)cn2)cc1	1	6	2	1	3	5	-0.8	2	7
O=C(NNS(=O)(=O)c1ccccc1)c1ccc(S(=O)(=O)N2CCCCC2)cc1	-4	1	11	-2	1	3	1.0	-4	2
CCC(=O)N/C(N)=N/c1nc2ccccc2o1	3	-1	3	2	2	-1	-0.3	9	2

Four records picked at random from the list so far:
SMILES	Fam108B inh	AHR act	GLD-1 TGE inh	PME-1 inh	PAFAH1B2 inh	pPAFAH FP inh	MEX-5 binding	MCL1 BIM primary	BCLXL inh
Cc1ccc(Cn2ncn(-c3ccccc3)c2=O)cc1	3	1	-4	-6	11	-1	-0.6	-2	6
CCc1cccc(NC(=O)Cn2c(-c3ccccc3)cc(C(C)=O)c2C)c1	-3	-1	-1	1	-1	7	2.6	-9	6
CCC(=O)N/C(N)=N/c1nc2ccccc2o1	3	-1	3	2	2	-1	-0.3	9	2
Cc1ccc(Nc2ccc(C(=O)NCCc3ccccc3)cn2)cc1	1	6	2	1	3	5	-0.8	2	7
